Screens from PubChem.
RTF Ca sens inh: cardiac RTF calcium desensitization. IANBD-labeled cardiac RTF, Ca2+ fluorescence. AID 493244. inhibition, % at 7.15 µM. 340,000 tested, 0.12% active;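 active = inhibition above the mean inhibition of all tested compounds plus 3 SD, cut at about 17% in these data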;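 note: assay run at fixed EC70 calcium of 1.6 mM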
CAL PDZ FP: blocks peptide binding to the human CAL PDZ domain; 300,000 tested, 0.92% active; inhibition, % at 24.9 µM; AID 602252; purified CAL PDZ, TMR-peptide fluorescence polarization, 1 h;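 active = mean inhibition of at least 30% with at least half of replicates also reaching 30%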;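 note: 0% = DMSO neutral control and 100% = excess unlabeled competitor peptide PRC23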
LANA DNA inh: KSHV C-LANA DNA binding inhibition; MBP-C-LANA/FAM-LBS DNA binding, fluorescence polarization; inhibition, % at 9 µM; 340,000 tested, 0.078% active; AID 504423;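 active = highest replicate inhibition at or above 60% at 9 µM, even if other replicates fall short; inactive = all replicates below 60% inhibition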;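 note: 0% = neutral control wells and 100% = 4 µM acridine orange control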
HTR5A inv ctr: HTR5A inverse agonism, opioid heterodimer counter-screen; HTR5A cell line, luminescence; 340,000 tested, 0.083% active; inhibition, % at 9.3 µM; P47898; in the data active = inhibition mostly above about 23%, no sharp cut-off; inactive = mostly below about 18%;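 note: 0% = cells with DMSO and 100% = no-cell wells with DMSO; some compounds called inactive have numbers as strong as hits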
Target sequence (P47898 whole entry, looked up): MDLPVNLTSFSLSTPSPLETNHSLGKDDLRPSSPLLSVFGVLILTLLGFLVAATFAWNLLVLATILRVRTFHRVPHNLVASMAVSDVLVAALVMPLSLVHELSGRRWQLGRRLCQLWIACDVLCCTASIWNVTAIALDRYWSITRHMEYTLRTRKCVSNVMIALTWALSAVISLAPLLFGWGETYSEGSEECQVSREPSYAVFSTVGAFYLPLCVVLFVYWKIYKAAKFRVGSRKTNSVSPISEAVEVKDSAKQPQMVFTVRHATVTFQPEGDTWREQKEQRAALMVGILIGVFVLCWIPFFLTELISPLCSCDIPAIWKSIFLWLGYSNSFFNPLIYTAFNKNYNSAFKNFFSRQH
OPRM1-OPRD1 inv: inverse agonists of human mu-delta opioid receptor heterodimerization; AID 504357; cell-based MOR-DOR heterodimer luminescence, inverse agonism; 340,000 tested, 0.21% active; P35372+P41143; inhibition, % at 9.3 µM; in the data active = inhibition above about 22%, passing the limit was not always enough;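 note: 0% = cells with DMSO and 100% = wells without cells with DMSO; values of inactives mirror those of a sister screen read the other way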
cardiac RTF act: increases calcium sensitivity of human cardiac regulated thin filaments; activation, % at 7.2 µM; 340,000 tested, 0.24% active; AID 493008; IANBD-labeled TnC RTF fluorescence at EC20 calcium; 0% EC20 calcium, 100% full calcium; P19429+P45379;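 active = activation above the mean over all tested compounds plus 3 SD, cut at about 30% in these data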;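 note: rise in fluorescence read as greater calcium sensitivity of cardiac thin filaments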
Keap1-Nrf2 PPI: inhibitors of human Keap1-Nrf2 protein-protein interaction | AID 504523 | Q14145 | 340,000 tested, 0.15% active | Keap1 Kelch-Nrf2 peptide fluorescence polarization, 1536-well | inhibition, % at 9.4 µM; in the data active = inhibition above about 12%;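 note: human Keap1 Kelch domain with fluorescein labeled Nrf2 9mer peptide probe; 0% = neutral control wells and 100% = peptide positive control; higher means more block of Keap1 binding to Nrf2 peptide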
Target sequence (Q14145 whole entry, looked up, the tested form may be a part): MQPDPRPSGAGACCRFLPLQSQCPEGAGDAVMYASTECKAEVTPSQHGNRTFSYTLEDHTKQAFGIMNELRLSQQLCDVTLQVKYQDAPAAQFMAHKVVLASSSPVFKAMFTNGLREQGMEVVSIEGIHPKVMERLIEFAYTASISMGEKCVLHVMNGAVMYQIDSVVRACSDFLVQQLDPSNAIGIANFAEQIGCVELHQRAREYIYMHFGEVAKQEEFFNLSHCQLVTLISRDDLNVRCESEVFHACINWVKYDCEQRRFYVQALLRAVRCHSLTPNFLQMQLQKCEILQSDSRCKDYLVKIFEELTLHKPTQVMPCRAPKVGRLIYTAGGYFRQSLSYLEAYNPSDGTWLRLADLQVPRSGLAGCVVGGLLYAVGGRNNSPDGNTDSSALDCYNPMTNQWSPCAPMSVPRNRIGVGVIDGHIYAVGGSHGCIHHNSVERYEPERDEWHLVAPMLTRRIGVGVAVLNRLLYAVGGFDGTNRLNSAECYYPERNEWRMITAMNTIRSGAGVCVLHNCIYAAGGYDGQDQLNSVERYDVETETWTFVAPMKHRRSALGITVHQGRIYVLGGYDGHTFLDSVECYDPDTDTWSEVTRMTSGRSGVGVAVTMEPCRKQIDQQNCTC
V-ATPase pH: regulators of yeast V-ATPase proton transport; response, % at 10 µM; AID 504577; 350,000 tested, 0.37% active; S. cerevisiae, pHLuorin cytosolic pH fluorescence; in the data active = response mostly above about 7.3%, no sharp cut-off; inactive = mostly below about 5.4%; note: actives read high; inactives centre near 0; some compounds called inactive have numbers as strong as hits; reference of the scale not given here
HTR5A ag: counter-screen for OPRM1-OPRD1 agonists: human HTR5A agonism | HTR5A agonist assay, luminescence, cell-based | activation, % at 9.3 µM | 340,000 tested, 0.61% active | AID 504692; in the data active = activation mostly above about 9.5%, no sharp cut-off; inactive = mostly below about 7.6%;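 note: 0% = cells with vehicle only and 100% = reference agonist; strong numbers were not always called active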
MOR-DOR ag: OPRM1-OPRD1 heterodimerization agonism; activation, % at 9.3 µM; AID 504326; cells, luminescence; P35372+P41143; 340,000 tested, 0.3% active; in the data active = activation above about 18%;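 note: 0% = vehicle-treated cells and 100% = reference agonist; values of inactives mirror those of a sister screen read the other way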
The depositor's hits bear a star.

Screening Cc1ccc(CONC(=O)c2ccc(OC(F)F)cc2)cc1 returned RTF Ca sens inh 0, CAL PDZ FP 0, LANA DNA inh 1.0, HTR5A inv ctr 7, OPRM1-OPRD1 inv 11, cardiac RTF act 3, Keap1-Nrf2 PPI -5, V-ATPase pH -4, HTR5A ag -3 and MOR-DOR ag -2.3.
Screening COc1ccc2c(c1)C(=O)CC(c1ccccc1)O2 (stereo unspecified) returned RTF Ca sens inh -5, CAL PDZ FP 16, LANA DNA inh -1.9, HTR5A inv ctr 7, OPRM1-OPRD1 inv 13, cardiac RTF act -1, Keap1-Nrf2 PPI -2, V-ATPase pH -6, HTR5A ag -2 and MOR-DOR ag -3.0.
Screening COc1ccc(C(=O)Nc2ccc(NC(C)=O)cc2)cc1S(=O)(=O)N(C)Cc1ccccc1 returned RTF Ca sens inh 1, CAL PDZ FP 8, LANA DNA inh -0.6, HTR5A inv ctr 8, OPRM1-OPRD1 inv 14, cardiac RTF act -6, Keap1-Nrf2 PPI 1, V-ATPase pH 2, HTR5A ag -3 and MOR-DOR ag -3.4.
COc1ccc(NC(=O)C(=O)c2cn(CC(=O)N3CCCC3)c3ccccc23)cc1 was read as RTF Ca sens inh -3, CAL PDZ FP -3, LANA DNA inh 0.2, HTR5A inv ctr -9, OPRM1-OPRD1 inv 12, cardiac RTF act 1, Keap1-Nrf2 PPI 2, V-ATPase pH 4, HTR5A ag 2 and MOR-DOR ag -2.2.
Screening CCOc1ccccc1NC(=O)C(NC(=O)C1CCC(C)CC1)C(C)C (stereo unspecified) returned RTF Ca sens inh -10, CAL PDZ FP -6, LANA DNA inh 0.6, HTR5A inv ctr -35, OPRM1-OPRD1 inv 11, cardiac RTF act -5, Keap1-Nrf2 PPI -1, V-ATPase pH -1, HTR5A ag 4 and MOR-DOR ag -2.1.
Screening CCCCCCCCCn1c2c(c(=N)c3c1CCC3)CCC2 returned RTF Ca sens inh -2, CAL PDZ FP -1, LANA DNA inh -2.4, HTR5A inv ctr -62, OPRM1-OPRD1 inv 9, cardiac RTF act 0, Keap1-Nrf2 PPI 0, V-ATPase pH -1, HTR5A ag 25* and MOR-DOR ag -1.7.
CCN(CC)CCCNC(=O)C1c2ccccc2C(=O)N(CCOC)C1c1ccc(F)cc1 (stereo unspecified) was read as RTF Ca sens inh -12, CAL PDZ FP -3, LANA DNA inh -1.3, HTR5A inv ctr 9, OPRM1-OPRD1 inv 9, cardiac RTF act 5, Keap1-Nrf2 PPI -5, V-ATPase pH 0, HTR5A ag -1 and MOR-DOR ag -1.8.
`COc1cccc(CN2CCNC(=O)C2CC(=O)NCC2CCOCC2)c1` (stereo unspecified) gave RTF Ca sens inh 2, LANA DNA inh 0.3, HTR5A inv ctr 13, OPRM1-OPRD1 inv 15, cardiac RTF act 2, Keap1-Nrf2 PPI -2, V-ATPase pH 5, HTR5A ag -1 and MOR-DOR ag -2.9.
Screening CCN(CC(=O)Nc1ccc(NC(C)=O)cc1)C(=O)CSCc1c(C)noc1C returned RTF Ca sens inh 5, CAL PDZ FP -2, LANA DNA inh 0.7, HTR5A inv ctr -5, OPRM1-OPRD1 inv 5, cardiac RTF act -6, Keap1-Nrf2 PPI -5, V-ATPase pH -1, HTR5A ag 2 and MOR-DOR ag -0.7.
For Cc1ccccc1NC(=O)Cn1c(=O)n(C)c2ccccc21 the results were RTF Ca sens inh -1, LANA DNA inh -1.1, cardiac RTF act 1, Keap1-Nrf2 PPI 5 and V-ATPase pH -4.
CCCNC(=O)COC(=O)c1ccccc1OCc1ccc(Cl)cc1 was read as RTF Ca sens inh -15, CAL PDZ FP 0, LANA DNA inh -0.6, HTR5A inv ctr -7, OPRM1-OPRD1 inv -12, cardiac RTF act 8, Keap1-Nrf2 PPI 2, V-ATPase pH 9, HTR5A ag 0 and MOR-DOR ag 2.1.
O=C(NCc1cccc(Cl)c1)C1CCN(S(=O)(=O)c2ccc(F)cc2)CC1 was read as RTF Ca sens inh 0, CAL PDZ FP -1, LANA DNA inh 0.1, HTR5A inv ctr 9, OPRM1-OPRD1 inv -3, cardiac RTF act -2, Keap1-Nrf2 PPI -2, V-ATPase pH 4, HTR5A ag 1 and MOR-DOR ag 0.6.
Screening Cc1c(OCC(=O)NCCCn2ccnc2)ccc2c3c(c(=O)oc12)CCC3 returned RTF Ca sens inh -5, CAL PDZ FP -5, LANA DNA inh -1.6, HTR5A inv ctr -3, OPRM1-OPRD1 inv 20, cardiac RTF act 1, Keap1-Nrf2 PPI -5, V-ATPase pH 4, HTR5A ag 3 and MOR-DOR ag -4.0.
Screening CCCOc1nc(SCCC)nc2c1cnn2-c1ccccc1 returned RTF Ca sens inh -9, CAL PDZ FP -14, LANA DNA inh -0.5, HTR5A inv ctr 7, OPRM1-OPRD1 inv 5, cardiac RTF act 3, Keap1-Nrf2 PPI -2, V-ATPase pH 2, HTR5A ag -2 and MOR-DOR ag -1.1.
Screening CN(N=O)c1ccc(CC2CCc3ccccc32)cc1 (stereo unspecified) returned RTF Ca sens inh -11, CAL PDZ FP -5, LANA DNA inh -2.4, HTR5A inv ctr 6, OPRM1-OPRD1 inv -16, cardiac RTF act -6, Keap1-Nrf2 PPI 1, V-ATPase pH 0, HTR5A ag -1 and MOR-DOR ag 3.6.
For CCOC(=O)N1CCN(C(=O)COc2ccc(Br)cc2Cl)CC1 the results were RTF Ca sens inh -8, LANA DNA inh 1.2, HTR5A inv ctr 12, OPRM1-OPRD1 inv 5, cardiac RTF act 0, Keap1-Nrf2 PPI -1, V-ATPase pH -1, HTR5A ag -5 and MOR-DOR ag -0.9.
For CC(C)N(CCCNC(=O)CC1Oc2ccccc2NC1=O)Cc1ccccc1 (stereo unspecified) the results were RTF Ca sens inh -7, LANA DNA inh 1.4, HTR5A inv ctr -16, OPRM1-OPRD1 inv 11, cardiac RTF act -2, Keap1-Nrf2 PPI -7, V-ATPase pH -3, HTR5A ag 5 and MOR-DOR ag -2.2.
`O=S(=O)(NCc1ccccc1)c1ccc(-n2cccn2)cc1` gave RTF Ca sens inh 0, CAL PDZ FP -8, LANA DNA inh -0.8, HTR5A inv ctr -15, OPRM1-OPRD1 inv 3, cardiac RTF act 2, Keap1-Nrf2 PPI -7, V-ATPase pH -1, HTR5A ag -2 and MOR-DOR ag -0.6.
For Cc1cc(C)n2nc(SCC(=O)N3CC(C)CC(C)C3)nc2n1 (stereo unspecified) the results were RTF Ca sens inh -9, CAL PDZ FP -4, LANA DNA inh 6.7, HTR5A inv ctr 6, OPRM1-OPRD1 inv 16, cardiac RTF act 1, Keap1-Nrf2 PPI 2, V-ATPase pH 0, HTR5A ag -2 and MOR-DOR ag -3.1.
c1ccc2c(N3CCCC3)nc(-c3ccncc3)nc2c1 was read as RTF Ca sens inh -9, CAL PDZ FP -2, LANA DNA inh -0.7, HTR5A inv ctr -27, OPRM1-OPRD1 inv 2, cardiac RTF act 5, Keap1-Nrf2 PPI 0, V-ATPase pH -1, HTR5A ag 11 and MOR-DOR ag -0.5.
O=C(c1cc(=O)c2cc(Cl)ccc2o1)N1CCN(Cc2ccccc2)CC1 was read as RTF Ca sens inh -9, CAL PDZ FP 10, LANA DNA inh -2.0, HTR5A inv ctr -6, OPRM1-OPRD1 inv -2, cardiac RTF act 4, Keap1-Nrf2 PPI -5, V-ATPase pH -1, HTR5A ag 2 and MOR-DOR ag 0.4.
Screening CCC(C)n1c(SCC(=O)NCc2ccco2)nnc1-c1cccc(S(=O)(=O)N2CCOCC2)c1 (stereo unspecified) returned RTF Ca sens inh -2, CAL PDZ FP -3, LANA DNA inh -0.5, HTR5A inv ctr -1, OPRM1-OPRD1 inv 8, cardiac RTF act -2, Keap1-Nrf2 PPI 2, V-ATPase pH 0, HTR5A ag 1 and MOR-DOR ag -1.5.
For CCc1ccccc1NC1=NCC(=O)N1Cc1ccc2c(c1)OCO2 the results were RTF Ca sens inh -2, CAL PDZ FP -2, LANA DNA inh -0.7, HTR5A inv ctr -10, OPRM1-OPRD1 inv 0, cardiac RTF act 0, Keap1-Nrf2 PPI -6, V-ATPase pH -2, HTR5A ag 4 and MOR-DOR ag 0.0.
Cc1cc(N=CC2=C(O)CC(C)(C)CC2=O)no1 was read as RTF Ca sens inh -11, CAL PDZ FP -3, LANA DNA inh -1.0, HTR5A inv ctr -9, OPRM1-OPRD1 inv 18, cardiac RTF act 3, Keap1-Nrf2 PPI -5, V-ATPase pH 0, HTR5A ag 3 and MOR-DOR ag -3.2.
Screening O=C(Nc1ccc(-c2n[nH]c(=S)o2)cc1)c1ccccc1Cl returned RTF Ca sens inh -10, CAL PDZ FP -33, LANA DNA inh -0.4, HTR5A inv ctr 1, OPRM1-OPRD1 inv 20, cardiac RTF act -3, Keap1-Nrf2 PPI 1, V-ATPase pH -3, HTR5A ag 0 and MOR-DOR ag -4.3.
Cc1cc(C(=O)CSc2nnc(-c3ccco3)o2)c(C)n1C was read as RTF Ca sens inh 3, LANA DNA inh 0.7, HTR5A inv ctr -27, OPRM1-OPRD1 inv 13, cardiac RTF act -1, Keap1-Nrf2 PPI 1, V-ATPase pH 2, HTR5A ag -1 and MOR-DOR ag -3.4.
Screening CC(=O)Nc1ccccc1NC(=O)c1ccccc1-c1ccccc1 returned RTF Ca sens inh -5, CAL PDZ FP -2, LANA DNA inh -1.6, HTR5A inv ctr 5, OPRM1-OPRD1 inv 7, cardiac RTF act -1, Keap1-Nrf2 PPI -2, V-ATPase pH 5, HTR5A ag -1 and MOR-DOR ag -1.4.
Cc1c(NC(=O)C(C)OC(=O)c2ccc(Br)o2)c(=O)n(-c2ccccc2)n1C (stereo unspecified) was read as RTF Ca sens inh -2, CAL PDZ FP 2, LANA DNA inh -0.1, HTR5A inv ctr 3, OPRM1-OPRD1 inv 19, cardiac RTF act 1, Keap1-Nrf2 PPI -5, V-ATPase pH 0, HTR5A ag -1 and MOR-DOR ag -4.1.
For CNC(=O)c1sccc1-n1cccc1 the results were RTF Ca sens inh -1, CAL PDZ FP 4, LANA DNA inh -0.5, HTR5A inv ctr 0, OPRM1-OPRD1 inv 0, cardiac RTF act -1, Keap1-Nrf2 PPI 3, V-ATPase pH -6, HTR5A ag -4 and MOR-DOR ag -0.1.
For COc1ccccc1NC(=O)CSc1nncs1 the results were RTF Ca sens inh 3, LANA DNA inh -0.4, HTR5A inv ctr 9, OPRM1-OPRD1 inv 12, cardiac RTF act -8, Keap1-Nrf2 PPI -2, V-ATPase pH -2, HTR5A ag -2 and MOR-DOR ag -2.3.
For O=C(NCc1ccccc1Br)c1ccncc1 the results were RTF Ca sens inh -1, LANA DNA inh 0.2, HTR5A inv ctr 15, OPRM1-OPRD1 inv 5, cardiac RTF act -3, Keap1-Nrf2 PPI -7, V-ATPase pH -1, HTR5A ag -6 and MOR-DOR ag -0.9.

2 compounds drawn at random from those above:
O=C(c1cc(=O)c2cc(Cl)ccc2o1)N1CCN(Cc2ccccc2)CC1 was read as RTF Ca sens inh -9, CAL PDZ FP 10, LANA DNA inh -2.0, HTR5A inv ctr -6, OPRM1-OPRD1 inv -2, cardiac RTF act 4, Keap1-Nrf2 PPI -5, V-ATPase pH -1, HTR5A ag 2 and MOR-DOR ag 0.4.
For COc1ccccc1NC(=O)CSc1nncs1 the results were RTF Ca sens inh 3, LANA DNA inh -0.4, HTR5A inv ctr 9, OPRM1-OPRD1 inv 12, cardiac RTF act -8, Keap1-Nrf2 PPI -2, V-ATPase pH -2, HTR5A ag -2 and MOR-DOR ag -2.3.
